Assay outcomes deposited in PubChem BioAssay by several laboratories.
Scp1 inh: inhibitors of human Scp-1 phosphatase; inhibition, % at 20 µM; Recombinant Scp1, phosphopeptide, malachite green phosphate absorbance; 0.88% of 340,000 active;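 active = inhibition above about 50% at 20 µM, limit read from the data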;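 also: plate controls were DMSO wells with enzyme for no effect and wells lacking enzyme for full effect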
Target sequence (Q9GZU7 76-261 limits assumed): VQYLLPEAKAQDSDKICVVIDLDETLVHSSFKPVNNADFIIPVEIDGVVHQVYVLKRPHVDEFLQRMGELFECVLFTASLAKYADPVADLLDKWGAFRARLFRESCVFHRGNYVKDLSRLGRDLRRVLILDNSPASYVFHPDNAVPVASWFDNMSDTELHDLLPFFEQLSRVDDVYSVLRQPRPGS
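Test system: SCP-1 catalytic domain; Buffer or medium: Acidic Tris acetate buffer with magnesium and detergent; Also added: Phosphorylated 17-residue peptide substrate; Compound: single 20 µM dose, 1% DMSO; Schedule: enzyme reaction 45 min at room temperature, colour 5 min, stabilisation 30 min; Signal: Phosphate-binding colour reagent, absorbance read at 630 nm.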
STEP block: inhibitors of human striatal-enriched phosphatase STEP; P54829; recombinant STEP, OMFP fluorogenic substrate, fluorescence; inhibition, % at 20 µM; 0.25% of 360,000 active; AID 588621;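 active = inhibition at 20 µM, scaled per plate between control wells, above about 37%, limit read from the data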;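 also: 0% = DMSO with enzyme and substrate and 100% = substrate only without enzyme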
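medium = Bis-Tris buffer pH 6.0, 2.5 mM DTT, 0.005% Tween 20 | test system = STEP (striatal-enriched tyrosine phosphatase) enzyme, cell-free | measure = normalized % inhibition | compound dosing = 20 µM, 1% DMSO | also added = 25 µM OMFP | schedule = reaction 20 min, ambient temperature | measured by = fluorescence read at 480 nm ex / 540 nm em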
DNMT1 inh: DNMT1 (human) enzyme inhibition | DNMT1 molecular beacon, Hinp1I cleavage, fluorescence | inhibition (reported as % activation of signal), % at 10 µM | 0.83% of 360,000 active | P26358; in the data active = inhibition above about 50%
SKN-1 inh: blocks SKN-1 activity in C. elegans; C. elegans VP596 Pgst-4::GFP/RFP ratio, acrylamide-induced, 24 h; inhibition, % at 21.8 µM; 0.49% of 360,000 active;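 active = interference check ratio from 0.5 to 1.5 plus GFP to RFP signal ratio inhibition reaching or exceeding a fixed threshold, cut at about 30% in these data, passing the limit was not always enough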; also: some compounds called inactive have numbers as strong as hits
Tb MetRS inh: blocks T. brucei methionyl-tRNA synthetase activity; AID 624268; purified T. brucei MetRS, ATP depletion, Kinase-Glo luminescence; 0.4% of 360,000 active; inhibition, % at 11.9 µM;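 active = inhibition above a per-plate cutoff of the control wells' mean inhibition plus 3 SD, cut at about 5.5% in these data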;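 also: 0% = DMSO wells median and 100% = median of wells with control inhibitor compound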
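Test system: purified T. brucei MetRS enzyme. Also added: ATP, methionine and E. coli bulk tRNA substrates. Compound: 11.9 µM single point. Schedule: 15 min enzyme-compound preincubation, 2 h reaction, 10 min detection, 25 °C. Signal: luciferase luminescence of residual ATP, Kinase-Glo. Evaluation: percent inhibition versus plate control medians. Controls: DMSO wells, low control.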
Neddylation inh: inhibitors of human cullin neddylation. P61081+Q13564. 0.58% of 360,000 active. calls only at 25 µM. TR-FRET cullin neddylation, biochemical; in the data active = inhibition above about 36%
SUMO1 PPI mod: alters human SUMO1 binding to SIM partners; AID 602429; P63165; 0.33% of 360,000 active; inhibition, % at 20 µM; SUMO1 binding to a labelled peptide, TR-FRET, 1 h; in the data active = inhibition above about 37%
LMPTP block: blocks human LMPTP phosphatase; P24666; recombinant LMPTP-A, OMFP fluorogenic substrate, fluorescence intensity; inhibition, % at 20 µM; 0.22% of 360,000 active; AID 651560;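 active = compounds that cut the enzyme signal by at least half of the control window in the single-dose screen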;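 also: plate controls were DMSO wells with enzyme plus substrate for no effect and substrate without enzyme for full effect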
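Test system – LMPTP-A phosphatase enzyme · Quantity – 0.625 nM LMPTP-A final · Reagent – OMFP substrate, 400 µM final · Dosing – one test concentration per compound, 20 µM, with 3% DMSO overall · Timing – 50 min enzyme reaction at room temperature, protected from light · Detection – fluorescence intensity · Controls – substrate-only low control, DMSO enzyme-plus-substrate high control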
CendR NRP1 mod: NRP-1/CendR interaction modulation. O14786. FAM-RPARPAR peptide binding to NRP-1, fluorescence polarization. inhibition, % at 25 µM. 0.85% of 360,000 active;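 active = inhibition or corrected inhibition above about 18%, plus a signal ratio from 0.5 to 1.5, limit read from the data, passing the limit was not always enough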; also: strong numbers were not always called active
Target sequence (O14786 whole entry, looked up): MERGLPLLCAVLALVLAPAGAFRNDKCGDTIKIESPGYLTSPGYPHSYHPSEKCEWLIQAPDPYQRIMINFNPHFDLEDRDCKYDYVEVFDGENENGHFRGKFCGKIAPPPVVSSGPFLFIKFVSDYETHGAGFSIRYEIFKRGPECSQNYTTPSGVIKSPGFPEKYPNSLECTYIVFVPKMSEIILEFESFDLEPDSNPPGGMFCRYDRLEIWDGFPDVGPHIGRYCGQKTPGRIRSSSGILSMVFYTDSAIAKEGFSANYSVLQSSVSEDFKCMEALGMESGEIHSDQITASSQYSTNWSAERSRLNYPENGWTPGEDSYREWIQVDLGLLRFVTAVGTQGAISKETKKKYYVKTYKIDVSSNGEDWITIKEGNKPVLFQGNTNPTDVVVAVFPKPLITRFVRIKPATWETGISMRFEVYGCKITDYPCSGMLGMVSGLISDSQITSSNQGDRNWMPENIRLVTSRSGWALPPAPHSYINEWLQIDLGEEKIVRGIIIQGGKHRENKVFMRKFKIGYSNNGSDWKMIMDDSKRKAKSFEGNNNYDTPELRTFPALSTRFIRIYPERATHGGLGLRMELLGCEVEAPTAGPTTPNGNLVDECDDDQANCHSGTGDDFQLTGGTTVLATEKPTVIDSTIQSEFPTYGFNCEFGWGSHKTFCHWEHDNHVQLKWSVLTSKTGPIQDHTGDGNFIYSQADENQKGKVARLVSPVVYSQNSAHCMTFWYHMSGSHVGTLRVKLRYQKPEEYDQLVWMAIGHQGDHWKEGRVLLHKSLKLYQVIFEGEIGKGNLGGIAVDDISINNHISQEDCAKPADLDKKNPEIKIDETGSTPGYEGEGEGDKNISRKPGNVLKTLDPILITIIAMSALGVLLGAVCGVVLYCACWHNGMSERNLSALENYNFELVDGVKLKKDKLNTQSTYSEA
NadD inh: inhibitors of Staphylococcus aureus NadD. purified NadD enzyme, colorimetric absorbance read-out. inhibition, % at 20 µM. 0.78% of 360,000 active. AID 602399; in the data active = inhibition above about 26%; also: some compounds past the cut are filed as inactive
Starred values were filed as active, the others as inactive. This is a random part of the collection. About 4.6% of those tested had a hit in this group.

For Cc1c(C(Nc2ccccn2)c2ccc(Cl)cc2)c(=O)n(-c2ccccc2)n1C (centres undefined) the results were Scp1 inh -3, STEP block -1, DNMT1 inh 0, SKN-1 inh 15, Tb MetRS inh 0.0, Neddylation inh inactive, SUMO1 PPI mod 8, LMPTP block -1.9, CendR NRP1 mod 0 and NadD inh 3.
`O=C(NC1CC1)C1CCN(S(=O)(=O)c2cc([N+](=O)[O-])ccc2Cl)CC1` gave Scp1 inh 76*, STEP block 0, DNMT1 inh 90*, SKN-1 inh -3, Tb MetRS inh -0.4, Neddylation inh inactive, SUMO1 PPI mod -11, LMPTP block 43, CendR NRP1 mod 6 and NadD inh 52*.
`O=C1C2C(c3ccccc3)CC=CC2[C@H](c2ccc(C(F)(F)F)cc2)N1Cc1ccccc1` (some centres undefined) gave Scp1 inh -5, STEP block 3, DNMT1 inh 13, SKN-1 inh -4, Tb MetRS inh 0.5, Neddylation inh inactive, SUMO1 PPI mod 7, LMPTP block 4.8, CendR NRP1 mod 9 and NadD inh 12.
`O=C(c1ccco1)N1CC2(CC(c3ccc(Cl)cc3)=NO2)CN1Cc1ccc(Br)cc1` (centres undefined) gave STEP block 3, DNMT1 inh -6, SKN-1 inh -3, Tb MetRS inh -0.9, Neddylation inh inactive, SUMO1 PPI mod 7, LMPTP block 4.7, CendR NRP1 mod -2 and NadD inh 13.
`COc1ccc(C(=O)COC(=O)CN2C(=O)C3C4C=CC(C5CC45)C3C2=O)cc1` (centres undefined) gave Scp1 inh -10, STEP block 0, DNMT1 inh 0, SKN-1 inh 4, Tb MetRS inh -0.4, Neddylation inh inactive, SUMO1 PPI mod 1, LMPTP block -0.7, CendR NRP1 mod -7 and NadD inh -1.
For O=C(O)C(C(=O)/C=C/c1ccco1)=C1SCCS1 the results were Scp1 inh 55*, STEP block 10, DNMT1 inh 96*, SKN-1 inh -9, Tb MetRS inh -0.2, Neddylation inh inactive, SUMO1 PPI mod 25, LMPTP block 10, CendR NRP1 mod -54 and NadD inh 7.
For C/C(CC(=O)NC1CCCCCC1)=N\NC(=O)c1cnccn1 the results were Scp1 inh 1, STEP block -3, DNMT1 inh 1, SKN-1 inh -7, Tb MetRS inh -1.1, Neddylation inh inactive, SUMO1 PPI mod -3, LMPTP block -0.2, CendR NRP1 mod -1 and NadD inh 1.
`CCNC(=S)NNC(=O)c1cccn(Cc2ccc(Cl)cc2)c1=O` gave Scp1 inh -11, STEP block 2, DNMT1 inh -2, SKN-1 inh 18, Tb MetRS inh -0.6, Neddylation inh inactive, SUMO1 PPI mod 0, LMPTP block -1.1, CendR NRP1 mod 0 and NadD inh 4.
O=C(c1nc2ccccn2c1CNCCCn1nnc2ccccc21)N1CCOCC1 was read as Scp1 inh -6, STEP block 1, DNMT1 inh -1, SKN-1 inh 3, Tb MetRS inh 0.5, Neddylation inh inactive, SUMO1 PPI mod 2, LMPTP block -0.7, CendR NRP1 mod 2 and NadD inh 3.
Screening Cc1cc(C(=O)NC2CCN(Cc3ccccc3)CC2)n[nH]1 returned Scp1 inh -11, STEP block -1, DNMT1 inh -1, SKN-1 inh 6, Tb MetRS inh -0.2, Neddylation inh inactive, SUMO1 PPI mod 1, LMPTP block -2.5, CendR NRP1 mod 7 and NadD inh 0.
Screening COc1ccccc1OCCCn1c(=O)sc2ccccc21 returned Scp1 inh -9, STEP block 2, DNMT1 inh -1, SKN-1 inh 22, Tb MetRS inh 0.2, Neddylation inh inactive, SUMO1 PPI mod 3, LMPTP block 0.4, CendR NRP1 mod 14 and NadD inh -4.
`O=C(NNS(=O)(=O)c1ccccc1)c1sccc1-n1cccc1` gave Scp1 inh -4, STEP block -2, DNMT1 inh -4, SKN-1 inh 14, Tb MetRS inh -0.1, Neddylation inh inactive, SUMO1 PPI mod 0, LMPTP block -0.9, CendR NRP1 mod 10 and NadD inh 4.
Screening COc1ccc(C(CC(=O)c2ccccc2)CC(=O)c2ccccc2)cc1OC returned Scp1 inh -9, STEP block 2, DNMT1 inh -3, SKN-1 inh 9, Tb MetRS inh -0.6, Neddylation inh inactive, SUMO1 PPI mod 3, LMPTP block 2.2, CendR NRP1 mod 11 and NadD inh 3.
Screening CC(=O)NC(c1cccs1)c1cc(F)c2cccnc2c1O (centres undefined) returned Scp1 inh -4, STEP block 2, DNMT1 inh -3, SKN-1 inh 9, Tb MetRS inh -0.2, Neddylation inh inactive, SUMO1 PPI mod -5, LMPTP block 1.7, CendR NRP1 mod -6 and NadD inh 0.
Screening COc1cc(C(=S)N2CCOCC2)ccc1OC(=O)c1ccccc1[N+](=O)[O-] returned Scp1 inh -8, STEP block 2, DNMT1 inh -3, SKN-1 inh 8, Tb MetRS inh -0.7, Neddylation inh inactive, SUMO1 PPI mod -25, LMPTP block -2.2, CendR NRP1 mod 14 and NadD inh -3.
`O=C(CCS(=O)(=O)c1ccc(Br)s1)NC1CCCCCC1` gave Scp1 inh 2, STEP block -1, DNMT1 inh 2, SKN-1 inh 16, Tb MetRS inh -0.7, Neddylation inh inactive, SUMO1 PPI mod -1, LMPTP block -0.4, CendR NRP1 mod 6 and NadD inh 0.
CC(C)OC(=O)c1c(NC(=O)Cn2cnc([N+](=O)[O-])n2)sc2c1CCCC2 was read as Scp1 inh -6, STEP block 3, DNMT1 inh -9, SKN-1 inh 5, Tb MetRS inh -0.1, Neddylation inh inactive, SUMO1 PPI mod -4, LMPTP block 2.3, CendR NRP1 mod 12 and NadD inh -1.
Screening COC(=O)C(C(=O)OC)c1ccccc1NC(=O)OCc1ccccc1 returned SKN-1 inh 9, Tb MetRS inh -0.2, Neddylation inh inactive, SUMO1 PPI mod 1, LMPTP block -0.8 and CendR NRP1 mod -5.
Screening Cc1ccc(CNC(=O)CC(C)S(=O)(=O)c2ccc3c(c2)NC(=O)C(C)S3)cc1 (centres undefined) returned Scp1 inh -5, STEP block -3, DNMT1 inh -5, SKN-1 inh 4, Tb MetRS inh 0.2, Neddylation inh inactive, SUMO1 PPI mod 4, LMPTP block -0.1, CendR NRP1 mod -15 and NadD inh -5.
For Cc1cccc2c1cnn2C(=O)Nc1cc(F)ccc1F the results were Scp1 inh -17, STEP block 1, DNMT1 inh 0, SKN-1 inh 20, Tb MetRS inh -0.4, Neddylation inh inactive, SUMO1 PPI mod 9, LMPTP block 0.4, CendR NRP1 mod 0 and NadD inh -3.
For COc1ccc(Cl)cc1N(CC(=O)NC(C)(C)C)S(=O)(=O)c1ccc(C)c([N+](=O)[O-])c1 the results were Scp1 inh 10, STEP block 1, DNMT1 inh -3, SKN-1 inh 0, Tb MetRS inh -0.5, Neddylation inh inactive, SUMO1 PPI mod -16, LMPTP block -0.2, CendR NRP1 mod -7 and NadD inh -1.
`COc1ccc(CCNC(=O)CSc2nc(=O)n3cccc(C)c3n2)cc1OC` gave Scp1 inh 4, STEP block -2, DNMT1 inh -1, SKN-1 inh 16, Tb MetRS inh -0.3, Neddylation inh inactive, SUMO1 PPI mod -5, LMPTP block 0.2, CendR NRP1 mod 4 and NadD inh 4.
`COc1cc(OC)cc(C(=O)NC(=S)Nc2nc(-c3cc4ccccc4o3)cs2)c1` gave Scp1 inh -17, STEP block -1, DNMT1 inh 7, SKN-1 inh -5, Tb MetRS inh -0.7, Neddylation inh inactive, SUMO1 PPI mod -3, LMPTP block -0.5, CendR NRP1 mod -22 and NadD inh 10.
`Cc1cccc(C)c1NC(=O)C1(C)CSCC(=O)N1CCc1ccccc1F` (centres undefined) gave SKN-1 inh 12, Tb MetRS inh 0.3, Neddylation inh inactive, SUMO1 PPI mod -1, LMPTP block 0.3 and CendR NRP1 mod 1.

Retrieved by compound from the list above (2):
`COc1cc(OC)cc(C(=O)NC(=S)Nc2nc(-c3cc4ccccc4o3)cs2)c1` gave Scp1 inh -17, STEP block -1, DNMT1 inh 7, SKN-1 inh -5, Tb MetRS inh -0.7, Neddylation inh inactive, SUMO1 PPI mod -3, LMPTP block -0.5, CendR NRP1 mod -22 and NadD inh 10.
Screening COc1ccc(C(CC(=O)c2ccccc2)CC(=O)c2ccccc2)cc1OC returned Scp1 inh -9, STEP block 2, DNMT1 inh -3, SKN-1 inh 9, Tb MetRS inh -0.6, Neddylation inh inactive, SUMO1 PPI mod 3, LMPTP block 2.2, CendR NRP1 mod 11 and NadD inh 3.

The list goes on:
For O=C(NNC(=O)c1ccc(O)cc1O)c1ccc(Cl)cc1 the results were Scp1 inh -3, STEP block -4, DNMT1 inh 2, SKN-1 inh -18, Tb MetRS inh -0.5, Neddylation inh inactive, SUMO1 PPI mod 1, LMPTP block -1.8, CendR NRP1 mod 2 and NadD inh 4.
Screening CCSc1nc2c(c(=O)[nH]c(=O)n2C)n1C/C=C(/C)Cl returned Scp1 inh 7, STEP block -6, DNMT1 inh 3, SKN-1 inh 3, Tb MetRS inh 0.3, Neddylation inh inactive, SUMO1 PPI mod 2, LMPTP block 1.4, CendR NRP1 mod 11 and NadD inh -2.
COc1ccc(C2CC(C)(c3ccc(OC)cc3OC)Nc3ccccc3N2)c(OC)c1 (centres undefined) was read as Scp1 inh 2, STEP block -2, DNMT1 inh -2, SKN-1 inh -1, Tb MetRS inh -0.9, Neddylation inh inactive, SUMO1 PPI mod -1, LMPTP block -0.7, CendR NRP1 mod 2 and NadD inh 1.
`CCOc1ccc(C(=O)COC(=O)CNC(=O)C2CCCCC2)cc1` gave Scp1 inh 3, STEP block 2, DNMT1 inh -4, SKN-1 inh -11, Tb MetRS inh -0.3, Neddylation inh inactive, SUMO1 PPI mod 0, LMPTP block 0.2, CendR NRP1 mod -9 and NadD inh -2.
`Cn1c(N)c(C(=O)COC(=O)Cc2cccc(C(F)(F)F)c2)c(=O)n(C)c1=O` gave Scp1 inh 0, STEP block -3, DNMT1 inh 0, SKN-1 inh 2, Tb MetRS inh 0.5, Neddylation inh inactive, SUMO1 PPI mod 6, LMPTP block -0.1, CendR NRP1 mod 14 and NadD inh -1.
O=C(O)CSc1nc2ccccc2n1-c1ccccc1 was read as Scp1 inh 0, STEP block -2, DNMT1 inh 2, SKN-1 inh 3, Tb MetRS inh -0.7, Neddylation inh inactive, SUMO1 PPI mod 3, LMPTP block -1.6, CendR NRP1 mod 3 and NadD inh -6.
For O=C1NC[C@H](CCCCN2C[C@H](Cc3ccccc3)N(CCc3ccccc3)C(=O)C2=O)N(CC2CCCCC2)C1=O the results were SKN-1 inh 4, Tb MetRS inh -0.6, Neddylation inh inactive, SUMO1 PPI mod -4, LMPTP block 0.0, CendR NRP1 mod -14 and NadD inh 24.
